Source: PubChem (Sanford-Burnham Center for Chemical Genomics)
SENP6 inh: SENP6 protease inhibitors, primary screen, biochemical, luminescence, uHTS. Sentrin-specific protease 6 (Homo sapiens), Q9GZR1. Recombinant SENP6 catalytic domain, aminoluciferin luminescence. inhibition, % at 10 µM. actives 1.8% (n = 330,000);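 active = inhibition above about 50% at the single tested dose, limit read from the data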;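 also: plate controls were DMSO wells with enzyme for no effect and DMSO wells lacking enzyme for full effect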
Target sequence (Q9GZR1 628-1112 limits assumed): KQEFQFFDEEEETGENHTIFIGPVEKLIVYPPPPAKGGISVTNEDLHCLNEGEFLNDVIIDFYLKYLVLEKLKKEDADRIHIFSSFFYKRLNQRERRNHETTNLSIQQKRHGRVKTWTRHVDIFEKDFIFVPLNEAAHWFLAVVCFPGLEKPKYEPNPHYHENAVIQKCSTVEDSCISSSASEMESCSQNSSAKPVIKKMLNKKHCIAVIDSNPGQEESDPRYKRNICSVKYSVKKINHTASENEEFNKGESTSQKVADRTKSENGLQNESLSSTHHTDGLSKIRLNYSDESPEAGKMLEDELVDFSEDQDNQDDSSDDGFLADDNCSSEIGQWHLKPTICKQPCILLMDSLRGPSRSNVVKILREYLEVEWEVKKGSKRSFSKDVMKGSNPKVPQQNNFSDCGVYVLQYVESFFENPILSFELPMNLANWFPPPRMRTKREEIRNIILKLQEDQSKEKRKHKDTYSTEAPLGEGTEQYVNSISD
SENP7 inh: SENP7 protease inhibitors, primary screen, biochemical, luminescence, uHTS. recombinant SENP7, Z-RLRGG-aminoluciferin luminescence, 40 min. inhibition, % at 5 µM. actives 1.5% (n = 330,000);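 active = inhibition above about 50% at the single test dose, limit read from the data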;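 also: plate controls were DMSO with enzyme for no effect and no enzyme buffer wells for full effect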
SENP8 block-1: SENP8 protease inhibitors, primary screen, biochemical, luminescence | Sentrin-specific protease 8 (Homo sapiens), Q96LD8 | purified SENP8, Z-RLRGG-aminoluciferin cleavage | inhibition, % at 10 µM | actives 1.2% (n = 330,000) | AID 2540, 2010; in the data active = inhibition above about 50%
Target sequence (Q96LD8 whole entry, looked up): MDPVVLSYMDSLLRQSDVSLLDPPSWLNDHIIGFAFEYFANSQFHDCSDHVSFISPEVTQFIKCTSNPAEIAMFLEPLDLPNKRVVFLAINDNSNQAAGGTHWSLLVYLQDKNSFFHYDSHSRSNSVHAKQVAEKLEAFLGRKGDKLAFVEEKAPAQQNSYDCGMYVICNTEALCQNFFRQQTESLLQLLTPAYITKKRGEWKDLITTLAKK
UBC13 polyUb: UBC13 polyubiquitin chain formation inhibitors, primary screen, biochemical, TR-FRET, uHTS | Ubiquitin-conjugating enzyme E2 N (Homo sapiens), P61088 | actives 0.47% (n = 330,000) | inhibition, % at 20 µM; in the data active = inhibition above about 45%, passing the limit was not always enough
Target sequence (P61088 whole entry, looked up): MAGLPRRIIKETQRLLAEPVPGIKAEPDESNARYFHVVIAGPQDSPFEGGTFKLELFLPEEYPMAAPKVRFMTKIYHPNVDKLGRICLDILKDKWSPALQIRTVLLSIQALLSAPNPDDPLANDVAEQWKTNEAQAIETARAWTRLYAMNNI
SENP8 block-2: human SENP8 protease inhibitors, primary screen, biochemical, fluorescence, Nedd8 protein substrate, uHTS. actives 0.64% (n = 360,000). inhibition, % at 20 µM. recombinant SENP8. AID 602440, 2012. Sentrin-specific protease 8 (Homo sapiens), Q96LD8; in the data active = inhibition mostly above about 40%, no sharp cut-off; inactive = mostly below about 27%
PfG6PD inh: PfG6PD enzyme inhibitors, primary screen, biochemical, fluorescence intensity, uHTS. glucose-6-phosphate dehydrogenase-6-phosphogluconolactonase (Plasmodium falciparum 3D7). actives 0.78% (n = 350,000). PfGluPho enzyme, NADPH resazurin-diaphorase fluorescence. AID 504690, 2011. inhibition, % at 20 µM;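 active = inhibition reaching at least a set limit at 20 µM in the primary screen, cut at about 59% in these data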;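 also: 0% = DMSO wells with substrate and 100% = DMSO wells lacking glucose-6-phosphate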
beta cell repl: inducers of MIN6 beta-cell proliferation, primary screen, ATP luminescence, uHTS. actives 0.29% (n = 330,000). proliferation, % at 10 µM. AID 2380, 2010. MIN6 cells proliferation, ATPlite luminescence, 48 h; cells starved in 0.2% serum; 100% = growth in 10% serum;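 active = compounds whose signal lies at least 3.5 SD above the mean of all wells on their plate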;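 also: 0% = DMSO-treated cells in low-serum medium and 100% = 10% serum control; some compounds called inactive have numbers as strong as hits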
SENP1 FRET inh: human SENP1 catalytic domain inhibitors, primary screen, biochemical, FRET, uHTS; Sentrin-specific protease 1 (Homo sapiens), Q9P0U3; recombinant SENP1 catalytic domain, CyPet-SUMO1-YPet FRET cleavage; inhibition, % at 10 µM; actives 0.21% (n = 360,000);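 active = inhibition at least 30% at 10 µM, raw YFP signal under a set limit, fluorescence ratio 0.5 to 1.5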;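 also: 0% = enzyme with DMSO and 100% = no enzyme wells; some results filed as inactive read as strong as hits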
Target sequence (Q9P0U3 419-644 limits assumed): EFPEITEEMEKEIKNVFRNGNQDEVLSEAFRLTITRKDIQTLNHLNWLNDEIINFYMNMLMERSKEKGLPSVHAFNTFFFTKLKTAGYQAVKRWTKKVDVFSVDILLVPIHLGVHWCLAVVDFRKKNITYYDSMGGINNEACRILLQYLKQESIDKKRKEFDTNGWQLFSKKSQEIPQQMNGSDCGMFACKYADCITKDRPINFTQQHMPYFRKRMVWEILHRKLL
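Material – human SENP1 catalytic domain · Input – SENP1 enzyme, 20 pM final · Compound dosing – single concentration of 10 µM compound, 0.5% DMSO final · Timing – enzyme reaction for 50 min at room temperature, dark · Measured by – FRET fluorescence in CFP and YFP emission channels · Control set – no-enzyme wells low, DMSO-plus-enzyme wells high control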
HKDC1 inhibitor: HKDC1 hexokinase inhibitors, primary screen, biochemical, fluorescence, uHTS; inhibition, % at 20 µM; recombinant HKDC1, G6PDH/diaphorase resazurin coupled fluorescence; actives 0.16% (n = 340,000); Q2TB90;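 active = inhibition above about 35% when tested at 20 µM, limit read from the data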;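 also: plate controls were DMSO wells with enzyme for no effect and DMSO wells lacking enzyme for full effect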
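Assay system: in-house recombinant HK5 (HKDC1) enzyme. Input: HKDC1 at 5 µg/mL. Medium: Tris pH 8.0 buffer with MgCl2, Tween-20, BSA, BME. Dosing: single 20 µM dose. Schedule: 90 min reaction incubation at room temperature, dark. Signal: resazurin-to-resorufin fluorescence via G6PDH and diaphorase coupling, 525/613 nm. Controls: DMSO-enzyme wells negative, buffer-substituted wells positive.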
An asterisk follows results filed as active; x = no result given.

Structure,SENP6 inh,SENP7 inh,SENP8 block-1,UBC13 polyUb,SENP8 block-2,PfG6PD inh,beta cell repl,SENP1 FRET inh,HKDC1 inhibitor
CC1(C)O[C@@H]2CC3C4C[C@H](F)C5=CC(=O)C=CC5(C)C4C(O)CC3(C)[C@]2(C(=O)CO)O1 (stereo partly drawn),-10,-4,-6,-6,-4,6,-1,-2,1
CNC(=O)CCc1ccc(OC)cc1,-21,-4,-13,0,6,5,-1,0,-2
O=C1c2ccccc2C(=O)N1CCCC(=O)N1CCc2ccccc21,-17,-10,-9,-1,11,-17,-3,0,-4
COc1cccc(CNC(=O)CCNC(=O)c2ccco2)c1,-1,4,3,1,17,-14,5,0,-1
COC(=O)Cc1cc(=O)n2c(nc3ccccc32)[nH]1,x,x,x,x,-429,12,x,-3,1
CC(=O)Nc1ccc(S(=O)(=O)NNC(=O)c2cccc(Br)c2)cc1,1,5,2,7,6,-1,4,1,-10
Cc1onc(-c2ccccc2)c1C(=O)c1c[nH]c(C(=O)NCc2ccccn2)c1,2,-2,-1,7,8,-13,1,1,-4
O=C(NCC1CCCO1)C(c1cccs1)N(C(=O)c1ccc(-c2ccccc2)[nH]1)C1CCCC1 (stereo not drawn),11,11,-6,0,10,11,-1,1,-2
C/C(=N\S(=O)(=O)c1ccc(C)cc1)NC(=S)Nc1ccccc1,-1,6,-2,4,6,-1,-2,1,-1
COC(=O)CN1C(c2ccccc2)=Nc2ccc(Cl)cc2C1c1ccccc1 (stereo not drawn),-9,-3,2,7,25,-5,2,2,1
CC(=O)N/C(=C/c1ccc2c(c1)OCO2)C(=O)O,-12,-9,-2,-1,2,-10,-3,-1,-6
CCCCc1cc(=O)oc2cc(C)cc(OCC(=O)NC(Cc3ccc(Cl)cc3)C(=O)O)c12 (stereo not drawn),-13,3,-1,-2,-48,-13,-3,1,2
COc1ccc(C(C)=O)cc1COC(=O)CSCC(=O)Nc1ccc(C)cc1,0,-2,4,4,5,12,0,1,-2
CCOc1ccccc1C(=O)NCC(=O)NCC(c1ccc(OC)cc1)N1CCOCC1 (stereo not drawn),-15,11,-7,0,-1,14,-5,2,-1
COc1ccccc1-c1ccc(C(=O)O)o1,1,-8,-9,-1,-275,-1,-3,2,-8
C/C(=N\NC(=O)c1cccc2ccccc12)c1cccnc1,-20,-3,-2,5,8,6,1,2,3
C=CCNC(=S)N(C1CCCCC1)C1CCCCC1,12,16,3,11,20,-10,-1,2,4
Cc1cc2c(s1)c1cnn(CC(=O)NCCc3ccccc3)c(=O)c1n2C,-2,13,6,-1,x,17,-4,x,4
CCOC(=O)N1CCN(S(=O)(=O)c2ccc3c(c2)CC(C)N3C(C)=O)CC1 (stereo not drawn),-6,4,-2,0,13,-8,-4,2,-3
CC(=O)c1c(O)cc(=O)n(-c2ccccc2)c1-c1ccc(Cl)cc1,-2,-10,-10,-14,4,-12,0,6,1

Going on with the list.
Structure,SENP6 inh,SENP7 inh,SENP8 block-1,UBC13 polyUb,SENP8 block-2,PfG6PD inh,beta cell repl,SENP1 FRET inh,HKDC1 inhibitor
Cc1ccc(S(=O)(=O)N2CCC(C(=O)OC(C)C(=O)NC(N)=O)CC2)cc1C (stereo not drawn),-4,-2,-5,-5,11,-7,0,-3,-7
O=C1CCCN1CC(O)CS(=O)(=O)Cc1ccccc1Cl (stereo not drawn),-23,-3,-9,1,6,-7,-2,-14,-4
Clc1ccc(-c2nnc(NCc3ccccc3)c3ccccc23)cc1,-5,5,-6,14,-9,-2,-5,3,-2
CCOc1cc(NS(=O)(=O)c2ccc(Cl)cc2)c(OCC)cc1NC(=O)CC(C)C,-9,8,9,-6,14,12,-4,-78,17
COC(=O)CCN(C(=O)c1ccc(N2CCCCC2)c([N+](=O)[O-])c1)c1ccccn1,-1,3,1,-11,12,18,0,1,7
Cc1onc(C(=O)NCc2ccccn2)c1[N+](=O)[O-],-8,3,-1,-2,5,3,-2,2,-8
Cc1cc(C)cc(NCc2cc3c(cc2[N+](=O)[O-])OCO3)c1,0,2,4,-20,-250,35,-3,2,-2
COC(=O)CSc1nnc(C)n1-c1cccc(OC)c1,-21,9,4,8,24,7,3,0,3
COc1ccc2cc(/C=C3\SC(=S)NC3=O)c(N3CCOCC3)nc2c1,-2,1,2,-28,-16,-15,0,42,13
Cc1ccccc1C(=O)N/N=C1/SCC(=O)N1Cc1ccc2c(c1)OCO2,-6,-10,0,6,12,-13,0,2,-2
COc1ccc(-n2ccnc2CN2CCN(C3CCCC3)C(CCO)C2)cc1 (stereo not drawn),7,-1,3,12,2,-6,1,-1,-9
COc1ccc(C)cc1NC(=O)C(Sc1nncn1C)c1ccccc1 (stereo not drawn),-19,-6,0,3,4,-6,-4,4,-11
Nc1cnn(Cc2ccccc2F)c1,2,4,-4,-35,39,44,-2,1,11
CC(Cc1c[nH]c2ccccc12)NC(N)=O (stereo not drawn),-26,-8,-7,-1,6,-2,-4,1,1
COC(=O)[C@@]12CCCCN1[C@H](c1ccc(-c3cc(C(C)=O)cs3)cc1)[C@H]1C(=O)N(C)C(=O)[C@H]12,-5,-3,4,11,-21,16,-6,-2,-1
Cc1cc(C)cc(N2CC34C=CC(O3)C(C(=O)OCC(=O)NCc3ccco3)C4C2=O)c1 (stereo not drawn),-9,6,-1,4,-2,-3,2,2,0
Cc1cc(C)c2c(=O)[nH]c(SCC(=O)Nc3cccc(S(=O)(=O)N(C)C)c3)nc2n1,-4,3,6,-10,-44,16,-2,-1,7
O=C(Cn1cnc2c(cnn2-c2ccc(Cl)cc2)c1=O)NCCc1ccccc1,9,1,1,-10,27,0,5,-3,4
Cc1cc(C(=O)CSc2nnc(-c3cccs3)o2)c(C)n1-c1ccccc1,-13,-7,-10,-13,-27,79*,-6,0,4
CC(NC(=O)c1cccc(Cn2cc([N+](=O)[O-])cn2)c1)c1ccc(C(C)(C)C)cc1 (stereo not drawn),-6,-6,-3,-12,24,13,-5,-1,-7

New compounds follow:
Structure,SENP6 inh,SENP7 inh,SENP8 block-1,UBC13 polyUb,SENP8 block-2,PfG6PD inh,beta cell repl,SENP1 FRET inh,HKDC1 inhibitor
CCn1c(=S)ccc2ccc(OC)cc21,-6,6,1,-6,-19,9,-5,4,-12
CC(C)CN(C)C(=O)CCc1nnc(Cc2ccc(-c3ccccc3)cc2)o1,-2,-4,0,-3,22,-5,-3,1,8
CC(C)=C1C2CCC1C1C(=O)N(c3nc(-c4ccc(F)cc4)c(C)s3)C(=O)C21 (stereo not drawn),-15,-8,-4,-8,-1,13,-3,4,4
CCc1ccccc1NC(=O)Nc1ccon1,-9,-1,-4,5,1,13,-1,0,-3
CCCCOc1ccc(C(C)NC(=O)C2CCCN(S(=O)(=O)CCC)C2)cc1 (stereo not drawn),4,0,-3,-3,16,-11,0,2,-14
CC(C)C(NS(=O)(=O)c1ccc2c(c1)Cc1cc(S(=O)(=O)NC(C(=O)O)C(C)C)ccc1-2)C(=O)O (stereo not drawn),-8,-6,-5,5,18,-43,-3,1,0
CCOC(=O)Cn1cc(C#N)c(=O)[nH]c1=O,-19,1,5,4,-21,-4,2,-13,-6
CC(Oc1cc2oc(=O)c3c(c2cc1Cl)CCCC3)C(=O)NCc1ccncc1 (stereo not drawn),9,2,3,-1,-119,9,3,-1,-2
Cc1ccc(S(=O)(=O)N2[C@@H](c3cccc(C)c3)C(C(=O)O)=C[C@H]2C(C)(C)C)cc1,-21,7,-3,-12,6,-13,-2,0,2
COCCn1c(SCC(=O)Nc2ccccc2F)nc2c([nH]c3ccccc32)c1=O,-15,0,6,1,-43,1,-2,2,-7
COc1ccc(OC)c(S(=O)(=O)N2CCC3(CC2)CC(=O)c2ccccc2O3)c1,-11,-11,-5,-6,-20,17,1,0,-1
Oc1ccc(C[C@H]2CNCCN2CCC23CC4CC(CC(C4)C2)C3)cc1,-1,-2,-2,38,26,-5,-8,2,-3
COCc1ccc(-c2c(-c3ccsc3)sc3ccccc23)cc1,-14,7,-1,5,-3,0,-7,0,6
O=C(N/N=C/c1c(F)cccc1Cl)c1ccc(Cn2cc(Br)cn2)o1,3,-6,0,6,10,0,0,1,-8
O=C(Nn1c(Cc2cccs2)nc2ccccc2c1=O)c1ccc(F)c(F)c1,17,3,-1,-1,0,-34,-1,2,-2
CC1CCCCC1NC(=O)CCCN1C(=O)c2ccccc2C1=O (stereo not drawn),6,0,4,10,14,-15,-1,3,1
Cc1ccccc1/C=N/NC(=O)c1sccc1C,96*,99*,95*,6,3,-4,0,6,-8
Cc1ccc(C(C(=O)NC2CCCCC2)N(CC2CCCO2)C(=O)CNC(=O)c2ccco2)cc1 (stereo not drawn),1,1,10,2,14,-2,5.5*,0,-2
CCn1c(=O)c(C(=O)NCCc2ccc(OC)c(OC)c2)c(O)c2ccccc21,-8,8,-4,22,-3,-20,0,0,-9
CC(C)N1CCC2(CC1)Oc1ccc(Br)cc1C1CC(c3cccnc3)=NN12 (stereo not drawn),-13,-5,-13,-4,-78,0,-1,-1,-3

Compounds shown so far that have a tert-butyl group, in the order listed:
Structure,SENP6 inh,SENP7 inh,SENP8 block-1,UBC13 polyUb,SENP8 block-2,PfG6PD inh,beta cell repl,SENP1 FRET inh,HKDC1 inhibitor
CC(NC(=O)c1cccc(Cn2cc([N+](=O)[O-])cn2)c1)c1ccc(C(C)(C)C)cc1 (stereo not drawn),-6,-6,-3,-12,24,13,-5,-1,-7
Cc1ccc(S(=O)(=O)N2[C@@H](c3cccc(C)c3)C(C(=O)O)=C[C@H]2C(C)(C)C)cc1,-21,7,-3,-12,6,-13,-2,0,2

Following part
Structure,SENP6 inh,SENP7 inh,SENP8 block-1,UBC13 polyUb,SENP8 block-2,PfG6PD inh,beta cell repl,SENP1 FRET inh,HKDC1 inhibitor
O=C(O)CNC(=O)C1COc2ccccc2O1 (stereo not drawn),-9,-4,-13,-5,16,13,0,2,-5
O=C(Nc1nnc(CC(=O)N2CCOCC2)s1)C1COc2ccccc2O1 (stereo not drawn),0,-3,-9,-6,27,-16,1,-3,-8
O=C(NCCc1ccccc1)[C@@H]1CC=C[C@@H]2CCN(C3CCCCC3)C(=O)[C@@H]21,-7,0,-9,11,2,4,-3,0,-3
O=C(Oc1ccccc1)c1cccc2cccnc12,1,3,-9,5,4,25,2,1,-2
CCOc1cc(CN2CCN(C(=O)c3cccc4ccccc34)CC2)ccc1OC,11,5,9,-6,5,5,-2,0,-6
NC(=O)COC(=O)Cc1coc2cc3c(cc12)CCC3,-6,17,0,-5,5,-1,-1,1,5
CS(=O)(=O)N1CCN(c2ccccc2NC(=O)c2cccc3ccccc23)CC1,-10,0,7,-8,3,-2,0,1,1
CC1CCCCC1NC(=O)COn1nnc2ccc(Cl)cc21 (stereo not drawn),-10,-4,-7,-4,25,-5,0,0,-6
Cc1nn(-c2ccccc2)c2c1c(C)c(CCC(=O)NCC1CCCO1)c(=O)n2C (stereo not drawn),3,-1,7,0,-7,-15,1,0,5
